PNC assembly inh: High Content Assay for Compounds that inhibit the Assembly of the Perinucleolar Compartment. PC3M PTB-GFP, PNC prevalence imaging, 16 h; hits give low values. activity change (PNC), negative = inhibition, % at 10 µM. 140,000 tested, 3.1% active;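 active = readout at or below -70, meaning at least 70% loss of cells showing the perinucleolar compartment, a nuclear body marking cancer cells; inconclusive = readout between -30 and a set limit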;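 also: plate controls were DMSO wells for no effect and camptothecin positive control wells for full effect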
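Compounds are pinned in duplicate onto adhered PC3M cells stably expressing GFP-tagged PTB and incubated 16 h at 37 C. Cells are then fixed, nuclei stained with Hoechst, and PNC-positive cells counted.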
ALOX15B inhib: qHTS Assay for Inhibitors of 15-hLO-2 (15-human lipoxygenase 2). 110,000 tested, 0.56% active. Polyunsaturated fatty acid lipoxygenase ALOX15B (Homo sapiens), O15296. Potency, µM (titrated, usually from 57.1 µM), for the others: top-dose activity change, negative = inhibition, usual class: inhibitors. purified 15hLO-2, xylenol orange hydroperoxide absorbance. AID 881, 2007; also: potency is read from the fitted curve at half-maximal effect; nearly all actives have a fitted effect of over 60% in size; many of its hits are not listed in these tables
Target sequence (O15296 whole entry, looked up): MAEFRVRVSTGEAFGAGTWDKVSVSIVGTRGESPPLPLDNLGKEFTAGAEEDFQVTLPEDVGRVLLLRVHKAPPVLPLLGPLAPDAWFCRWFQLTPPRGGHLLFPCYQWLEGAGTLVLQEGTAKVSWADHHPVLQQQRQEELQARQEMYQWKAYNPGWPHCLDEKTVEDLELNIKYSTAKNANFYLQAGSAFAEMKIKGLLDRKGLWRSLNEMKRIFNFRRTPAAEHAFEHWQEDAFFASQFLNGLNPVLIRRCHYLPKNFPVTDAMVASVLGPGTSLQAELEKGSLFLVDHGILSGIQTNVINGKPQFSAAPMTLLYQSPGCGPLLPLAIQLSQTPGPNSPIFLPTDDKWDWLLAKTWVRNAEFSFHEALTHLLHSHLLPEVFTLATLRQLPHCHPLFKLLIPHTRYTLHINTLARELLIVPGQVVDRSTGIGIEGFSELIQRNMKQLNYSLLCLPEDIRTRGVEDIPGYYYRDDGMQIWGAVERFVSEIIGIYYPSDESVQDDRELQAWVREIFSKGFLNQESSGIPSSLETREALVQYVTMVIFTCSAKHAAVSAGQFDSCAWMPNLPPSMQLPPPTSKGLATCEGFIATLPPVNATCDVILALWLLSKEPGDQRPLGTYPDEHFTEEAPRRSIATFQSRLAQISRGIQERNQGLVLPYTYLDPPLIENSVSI
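Purified human 15hLO-2 (50 nM final) preincubated with compounds 15 min at room temperature in 25 mM Hepes pH 7.5, 0.01% Triton X-100, then 45 uM arachidonic acid added for 90 min; hydroperoxide detected via ferrous/xylenol orange, 573/405 nm absorbance ratio.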
ALOX12 inhib: qHTS Assay for Inhibitors of 12-hLO (12-human lipoxygenase) | 150,000 tested, 0.12% active | purified 12-hLO, xylenol orange hydroperoxide absorbance | Potency, µM (series often up to 57.1 µM), for inactives: at the top dose activity change, negative = inhibition, actives largely listed as inhibitors | Polyunsaturated fatty acid lipoxygenase ALOX12 (Homo sapiens), P18054; also: potency is read from the fitted curve at half-maximal effect; nearly all actives have a fitted effect of over 55% in size; many of its hits are not listed in these tables
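150 nM 12hLO, 25 mM Hepes pH 7.0 + 0.01% Triton X-100; cpd preinc 15 min RT; 40 uM arachidonic acid, 30 min RT; Fe-XO 30 min; A573/A405 ratio as read-out.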
IMPase cell inh: qHTS Assay for Identifying the Cell-Membrane Permeable IMPase Inhibitors. AID 901, 2007. CHO-M1 cells, IP1 accumulation, HTRF TR-FRET ratio. inhibition (IP1 accumulation), % at 46.1 µM. 120,000 tested, under 10 active. Inositol monophosphatase 1 (Rattus norvegicus), P97697; active = well fitted curve in the direction sought with a large enough effect in the signal ratio, not every such curve was filed as active; inconclusive = small, poorly fitted or top-dose-only effect, or a change in a side signal; inactive = no such curve, though single readings can be large or run the other way; the % refers to the signal ratio;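 also: cells stimulated with carbachol in lithium chloride buffer; plate controls were DMSO basal wells for no effect and reference inhibitor wells for full effect; higher means more IMPase inhibition seen as more IP1 and lower FRET ratio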
Target sequence (P97697 whole entry, looked up): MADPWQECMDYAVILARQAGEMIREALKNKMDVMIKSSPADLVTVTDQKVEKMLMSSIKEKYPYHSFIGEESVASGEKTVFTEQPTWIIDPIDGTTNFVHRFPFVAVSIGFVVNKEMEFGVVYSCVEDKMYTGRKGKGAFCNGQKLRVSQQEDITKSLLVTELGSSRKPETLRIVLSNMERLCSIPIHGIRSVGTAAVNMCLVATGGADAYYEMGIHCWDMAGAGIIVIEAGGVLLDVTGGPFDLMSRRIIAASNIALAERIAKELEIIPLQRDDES
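Seeded CHO-M1 cells were dosed with compound at up to 46 uM, stimulated with carbachol for 30 min, then lysed in IP-One detection reagents. Higher IP1 lowers the TR-FRET signal.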
The depositor's hits bear a star; u = inconclusive; x = not tested or not shown; [ ] = dose if it differs, or a comment. Unless noted, calls follow the shape of the dose curve; as a rule, active = well fitted curve in the direction sought with a large enough effect; inconclusive = small, poorly fitted or top-dose-only effect, or another doubt; inactive = no such curve, though single readings can be large; an effect the other way counts as inactive or inconclusive. Unless noted, % is scaled to controls: 0 for no effect and ±100 for the full control effect. These rows are one share of the data; the hit share may differ from the screen's.

entry	mol	PNC assembly inh	ALOX15B inhib
1	CCOC(=O)/C(C#N)=C1/SC(CC)C(=O)N1c1ccc(Br)cc1 (centres undefined)	28	1%
2	CCn1c(SCC(=O)N/N=C/c2ccc(C)o2)nnc1-c1ccc(C)cc1	-19	x
3	COc1ccc2[nH]cc(CC(N)C(=O)O)c2c1 (centres undefined)	x	-10%
4	CCN(CC)c1ccc(/C=N/N2C(=O)c3ccccc3C2=O)c(O)c1	-6	x
5	CCOc1ccc(Br)cc1S(=O)(=O)Nc1cccc(S(=O)(=O)N(C)c2ccccc2)c1	-29	x
6	O=C1C(Cl)=C(N2CCOCC2)C(=O)N1c1ccccc1Cl	28	11%
7	O=C(Cn1nnc(-c2ccncc2)n1)N(C1CCCCC1)C1CCCCC1	11	1%
8	CCOC(=O)Cn1nc(/C=C/c2ccc(C(C)C)cc2)ccc1=O	22	14%
9	CCCCNN	x	-2%[11.4 µM]
10	CC(C)C1Cc2c(C#N)c(N)n(C)c(=S)c2CO1 (centres undefined)	22	-7%
11	COc1ccc(C(=O)Nc2nc(N)n(-c3ccccc3)n2)cc1	40	x
12	CCOC(=O)C1CCN(c2ncnc3c2[nH]c2cccc(OC)c23)CC1	15	17%
13	CCOC(=O)CCc1c(C)c2ccc(OCC(=O)OC(C)C)cc2oc1=O	26	2%[11.4 µM]
14	Cc1cc([N+](=O)[O-])ccc1NC(=S)NC(=O)Cc1ccccc1	28	-24%
15	COc1ccc(-c2nc3ccccc3c(=O)n2CCOc2c(C)cccc2C)cc1	-1	x

entry	ALOX12 inhib	IMPase cell inh
1	-23%	2
2	-1%	-9
3	-2%	3
4	-5%	x
5	-1%	x
6	-11%	0
7	0%	0
8	-10%	-9
9	-6%[11.4 µM]	x
10	-6%	5
11	1%	x
12	-3%	7
13	-3%	-10[1.84 µM]
14	-12%	-3
15	-2%	x

Ordered by the number under ALOX15B inhib (highest first): some entries from above.
cpd	compound	ALOX15B inhib
6	O=C1C(Cl)=C(N2CCOCC2)C(=O)N1c1ccccc1Cl	11%
7	O=C(Cn1nnc(-c2ccncc2)n1)N(C1CCCCC1)C1CCCCC1	1%
3	COc1ccc2[nH]cc(CC(N)C(=O)O)c2c1 (centres undefined)	-10%

The main list resumes, starting 5 compounds before the break.
entry	mol	PNC assembly inh	ALOX15B inhib
11	COc1ccc(C(=O)Nc2nc(N)n(-c3ccccc3)n2)cc1	40	x
12	CCOC(=O)C1CCN(c2ncnc3c2[nH]c2cccc(OC)c23)CC1	15	17%
13	CCOC(=O)CCc1c(C)c2ccc(OCC(=O)OC(C)C)cc2oc1=O	26	2%[11.4 µM]
14	Cc1cc([N+](=O)[O-])ccc1NC(=S)NC(=O)Cc1ccccc1	28	-24%
15	COc1ccc(-c2nc3ccccc3c(=O)n2CCOc2c(C)cccc2C)cc1	-1	x
16	Cc1cc(C)cc(NC(=S)Nc2ccc3cn[nH]c3c2)c1	20	x
17	O=C(Nc1cccc(Cl)c1)c1ccc(F)c(S(=O)(=O)N2CCN(c3ccccn3)CC2)c1	-9	x
18	COc1ccc(NS(=O)(=O)c2cc(OCC(N)=O)c(C)cc2Cl)cc1	-3	x
19	Cn1c(=O)c2c3c(sc2n2cnnc12)CCC3	u	-13%
20	CC(C)CC(NC(=O)C1CCC(C)CC1)C(=O)NCc1ccccn1 (centres undefined)	u	3%
21	CC(=O)c1ccc(Oc2cc(C)nc(-n3nc(C)cc3C)n2)cc1	-86*	25%
22	Cn1c(SCC(=O)Nc2sccc2C#N)nnc1-c1ccccc1	21	-13%
23	O=C1C(N2CCOCC2)=C(n2nnc3ccccc32)C(=O)c2ccccc21	12	-9%
24	CCC(C)Sc1cc(C)c(C#N)c2nc3ccccc3n12 (centres undefined)	24	x
25	O=C(CSc1nnc(-c2ccccc2)c(-c2ccccc2)n1)N1CCOCC1	40	5%
26	CCOc1ccc(N(CC(=O)NCCSc2ccccn2)S(C)(=O)=O)cc1	23	x
27	CCCOC(=O)c1ccc(NC(=O)c2cn(CC)c3nc(C)ccc3c2=O)cc1	-23	3%
28	CCN1CCc2c(sc(N)c2C(N)=O)C1	10	12%
29	C[C@@]12CCC(=O)C=C1C=CC1C2CC[C@]2(C)C1CC[C@@]21CCC(=O)O1 (some centres undefined)	x	-9%
30	COc1cccc(-n2c(SCC(=O)NC3CCCCC3)nc3n[nH]c(C)c3c2=N)c1	u	14%

entry	ALOX12 inhib	IMPase cell inh
11	1%	x
12	-3%	7
13	-3%	-10[1.84 µM]
14	-12%	-3
15	-2%	x
16	-1%	x
17	-1%	x
18	2%	x
19	-5%	-3
20	0%	5
21	-4%	10
22	2%	-2
23	-5%	40[activator]
24	-1%	x
25	-6%	-10
26	5%	-1
27	-8%	-1
28	1%	3
29	-4%	x
30	-13%	8

Following part:
entry	mol	PNC assembly inh	ALOX15B inhib
31	O=c1ccc(/C=C/c2ccccc2)nn1Cc1ccccc1	11	2%
32	CCC1=NN(C(=O)CCc2ccccc2O)C(O)(C(F)(F)F)C1 (centres undefined)	u	x
33	COc1ccc(-n2cnc3sc(-c4ccccc4)cc3c2=O)cc1	20	-7%
34	Cc1cc(C)c2c(N)c(C(=O)NC3CC3)sc2n1	56	-6%
35	COc1cc(C(=O)NC2=NCCS2)ccc1OCc1c(C)noc1C	40	4%
36	COc1ccc(CNC(=O)C2CCCN(S(=O)(=O)c3cnc[nH]3)C2)cc1 (centres undefined)	u	5%
37	Cc1cc(/C=N/NC(=O)c2cccc([N+](=O)[O-])c2)c(C)n1-c1ccc(Cl)cc1Cl	13	-2%
38	NC[C@@H](O)c1ccc(O)c(O)c1	x	8%
39	Fc1ccccc1CNc1ccc(Cl)c(Cl)c1	-12	-7%
40	COC(=O)c1[nH]c2ccc(C)cc2c1NC(=O)CN1CCC(C)CC1	u	3%
41	Cc1ccc(C(c2nnnn2Cc2cccs2)N2CCN(C(=O)c3ccco3)CC2)cc1 (centres undefined)	u	-2%
42	S=c1[nH]nc(COc2ccc(Cl)cc2)o1	5	8%
43	COc1cc(/C=C/C(=O)OCC(=O)Nc2cc(S(=O)(=O)N3CCCCC3)ccc2C)ccc1O	34	x
44	S=C1NCCc2ccc(Cl)cc2C1c1ccccc1Cl (centres undefined)	-100*	x
45	COc1ccc(NC(=O)CSc2nnc(-c3ccoc3C)n2CC2CCCO2)cc1 (centres undefined)	122	x

entry	ALOX12 inhib	IMPase cell inh
31	0%	6
32	2%	-5
33	0%	-1
34	5%	-1
35	-4%	5
36	3%	1
37	-3%	2
38	-12%	x
39	-8%	-12
40	-2%	16
41	-8%	14
42	-2%	2
43	-2%	x
44	u	-11
45	5%	10

Other entries.
entry	mol	PNC assembly inh	ALOX15B inhib
46	Nn1c(SCC(=O)Nc2ccc3c(c2)OCCO3)nnc1-c1ccccn1	23	3%
47	NC(N)=N/N=C/c1c(Cl)cccc1Cl	u	x
48	CC(C)CCCC(C)C1CCC2C3CC=C4CC(O)CC[C@@]4(C)C3CC[C@@]12C (some centres undefined)	x	0%
49	CCN1C(=O)C(O)(C2COC(C)(C)CC2=O)c2ccccc21 (centres undefined)	32	1%
50	O=C(Cc1ccc(S(=O)(=O)N2CCCC2)s1)Nc1nc2c(s1)CCCC2	-17	-1%[2.29 µM]
51	O=C(Nc1ccc2c(c1)OCCO2)C1CCN(C(=O)c2ccc(Cl)cc2)CC1	-29	x
52	Oc1ccc(Nc2nc(NCC3CCCO3)c3ccccc3n2)cc1 (centres undefined)	-8	56%[activator]
53	O=C(CCSc1nnc2ccccn12)Nc1ccc(F)cc1	9	-4%
54	COc1cccc(OCCCCSc2ncccn2)c1	25	0%
55	Cc1ccc(Nc2ccc(C(F)(F)F)cc2[N+](=O)[O-])cc1	u	x
56	Cn1c(=O)n(C)c2cc(CN3C(=O)OC(C)(C)C3(C)O)ccc21 (centres undefined)	-24	-3%
57	CC(=O)N1CC(c2ccccc2)C(c2ccc(Cl)cc2)=N1 (centres undefined)	u	x
58	O=S(=O)(Cc1ccc(Cl)cc1)N1CCN(Cc2ccccc2)CC1	-14	-6%
59	CCCC(=O)OCCNc1cc(SCc2ccco2)c2nonc2c1[N+](=O)[O-]	13	x
60	Cc1ccccc1Nc1nc(N)nc(COC(=O)CCS(=O)(=O)c2ccccc2)n1	32	28%

entry	ALOX12 inhib	IMPase cell inh
46	-3%	3
47	-4%	x
48	3%	x
49	9%	4
50	-6%	9
51	-2%	x
52	-6%	4
53	-2%	8
54	1%	2
55	0%	x
56	-1%	-2
57	-4%	x
58	5%	-3
59	-25%	19
60	-2%	4

Next part.
entry	mol	PNC assembly inh	ALOX15B inhib
61	N#CNC(=Nc1cccc(F)c1)SCc1ccccc1F	-20	x
62	O=C(NCc1ccco1)C1CCCN(S(=O)(=O)c2cnc[nH]2)C1 (centres undefined)	24	3%
63	CC12CN3CCN(CC(C3)/C1=N\N=C1/C3CN4CCN(C3)CC1(C)C4)C2	-22	x
64	CCOC(=O)Cc1csc(NC(=O)CSc2nnnn2-c2ccc(C)c(C)c2)n1	-25	x
65	CCCCCCC1C(C#N)=C(N)OC2=C1C(=O)CC(C)(C)C2 (centres undefined)	-3	x
66	CCn1nnnc1SCC(=O)c1cccc(OC)c1	-29	-8%
67	Cc1cc(C(=O)N2CCc3ccccc32)c2ccccc2n1	-8	-2%
68	COc1ccc(N(C(=O)c2ccccc2OC)C2C=CS(=O)(=O)C2)c(OC)c1 (centres undefined)	47	-4%
69	Fc1ccccc1COc1ccccc1/C=N/Nc1nc(N2CCCC2)nc(N2CCCC2)n1	-14	x
70	CCCn1c(=O)[nH]c(=O)c2c1nc(-c1ccc3c(c1)OCCO3)n2CCN1CCOCC1	10	2%
71	C=CCN(C(=O)Cn1ncc2c1-c1cc(C)ccc1OC2)c1ccccc1	u	-1%
72	Cc1cc(Cl)ccc1NC(=S)NCc1ccccc1	-23	u
73	CCC1(CC)NC(=S)N(Nc2ccccc2)C1=O	24	3%
74	O=C1c2ccccc2C(=O)C1c1ccncc1	-2	-13%
75	Cc1ccc(C(=O)NC(O)C(Cl)Cl)cc1 (centres undefined)	71	x
76	COc1ccc(N2CCN(c3oc(COc4ccc(Cl)cc4)nc3C#N)CC2)cc1	11	-18%
77	COc1ccc(CCNC(=O)c2ccc3c(=O)n(Cc4ccco4)c(=S)[nH]c3c2)cc1OC	u	-12%
78	O=C(Nc1ccccc1)c1cccc(-c2nnc(-c3ccccc3)o2)c1	6	-13%

entry	ALOX12 inhib	IMPase cell inh
61	-3%	x
62	-4%	1
63	-1%	x
64	-10%	13
65	-7%	-3
66	-5%	3
67	-2%	7
68	-3%	3
69	-2%	x
70	-4%	4
71	2%	8
72	-5%	-2
73	5%	-2
74	-5%	3
75	-4%	x
76	-7%	9
77	-10%	3
78	-1%	-4
